MT stabilize HCS: microtubule stabilization, imaging screen; HeLa tubulin immunostaining HCS, 24 h; share of cells brighter than vehicle mean+2SD; % tubulin-high responders, % at 10 µM; hit rate 0.83% among 200,000;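 active = plate Z-score above 3 for both tubulin-high and condensed-nucleus cell shares, with cell loss under 80%, at 10 µM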;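 note: anti alpha tubulin signal scored within the nucleus-defined area of each cell; some results filed as inactive read as strong as hits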
Autophagy HCS: alters autophagy in cells; MEF GFP-LC3 puncta imaging; test concentration mostly 10 µM; calls only at 10 µM (by protocol); hit rate 0.98% among 190,000;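 active = percentage of spot-positive cells more than 3 SD above its plate mean, without a fluorescence outlier flag or 80% toxicity; inconclusive = no clear call, values can overlap the other calls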;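 note: spot-positive cell cutoff set from DMSO-treated cells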
M1AAP inhibition: malaria alanyl aminopeptidase activity blockers – biochemical, fluorogenic H-Leu-NHMec substrate, 1536-well (AID 1445) | recombinant M1AAP, H-Leu-NHMec fluorogenic kinetic assay; higher % means a stronger effect | inhibition, % at 30 µM, or IC50 in µM where a hit was titrated | hit rate 0.42% among 220,000;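 active = primary inhibition above the hit cutoff, then over 50% inhibition at one or more dose response concentrations, cut at about 23% in these data, passing the limit was not always enough; inconclusive = conflicting primary data, or primary hits not chosen for dose response; inactive = low primary inhibition, or under 50% at every dose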;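 note: plate controls were DMSO full reaction for no effect and no enzyme background for full effect; strong numbers were not always called active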
Dynein transport: blocks dynein driven cargo transport along microtubules. 3617.4 mouse cells, GR-EGFP nuclear translocation imaging; test concentration mostly 20 µM; stimulated with dexamethasone, 1 µM; stronger effect = lower value. z-score, hits read low. hit rate 0.47% among 220,000. AID 1381;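 active = plate z-score of nuclear minus cytoplasmic receptor signal below a set negative limit, without overly bright fluorescence or cell loss, cut at about -3.5 in these data, passing the limit was not always enough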;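 note: z-score of nuclear minus cytoplasmic ring GR-EGFP intensity difference per well; some compounds called inactive have numbers as strong as hits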
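Buffer or medium: tet-free medium with charcoal-stripped serum / Also added: dexamethasone agonist, 1.0 µM final, for 30 min / Timing: induction 48 h, compound 1 h, agonist 30 min / Measured by: high-content fluorescence imaging after fixation / Read-out: nuclear-to-cytoplasmic GR-EGFP distribution per well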
ER stress rescue: protection against thapsigargin-triggered cell killing – 384-well, CSM14.1, ATP luminescence, primary screen (AID 1222); 190,000 tested, under 10 active; one-dose cellular ATP content (survival), % at 20 µM; EC50 in µM for titrated hits; CSM14.1 thapsigargin-induced death rescue, ATP luminescence; higher % means a stronger effect;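 active = EC50 below 50 µM in the dose-response confirmation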;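 note: death triggered by thapsigargin at about 15 µM added after 2 h compound pretreatment; cell ATP read after overnight thapsigargin exposure of roughly 18 to 22 hours; normalized against plate controls of thapsigargin alone and 5% DMSO vehicle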
Hep lipid drop: hepatic lipid droplet formation modulation. AML12 mouse hepatocytes, oleate lipid droplets, BODIPY imaging. inhibition, % at 6.5 µM. hit rate 0.4% among 240,000. AID 1656;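 active = lipid droplet intensity inhibited by at least 50%, with more than 500 cells counted; inconclusive = wells with under 300 cells, treated as cytotoxic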
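Material: mouse AML12 hepatocyte cell line, fixed after treatment; Timing: compound with oleate, overnight; Technique: high-content imaging of BODIPY-stained droplets and DAPI nuclei; Probe or stimulus: oleate, 100 µM final; Dosing: compound at 6.5 µM only.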
Yfh1-off respiration: enhancers of respiration in Yfh1-depleted yeast, dose response, Friedreich's ataxia, plus single-dose screen (AID 1465); S. cerevisiae Yfh1-off respiration, WST-1 reduction, 72 h; higher fold induction means a stronger effect; fold induction at 50 µM; hits with a dose series show EC50 in µM; hit rate 0.074% among 220,000;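 active = fold induction of absorbance versus untreated yeast above a set limit, then at least 30% activation at any dose in follow-up; inconclusive = repeats straddling the limit, or above it without dose testing; inactive = fold induction below the set limit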;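 note: activators that raise dye reduction in frataxin-depleted yeast; strong numbers were not always called active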
M17LAP inhibition: P. falciparum M17LAP inhibitors, primary screen, biochemical, fluorogenic H-Leu-NHMec substrate, 1536-well (AID 1619) | hit rate 0.38% among 220,000 | recombinant M17LAP, H-Leu-NHMec fluorogenic kinetic assay; higher % means a stronger effect | inhibition, % at 30 µM; hits with a dose series show IC50 in µM;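 active = compound inhibiting the enzyme by more than half at any dose during confirmatory dose-response retesting; inconclusive = strong single-dose inhibitors picked by rank but not retested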;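 note: plate controls were full reaction with DMSO carrier for no effect and no enzyme background for full effect; strong numbers were not always called active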
Ins promoter up: MIN6 insulin promoter up-regulation. z-score at 5 µM. AID 1625. hit rate 0.3% among 190,000. MIN6 insulin promoter-GFP reporter, high-content imaging; stronger effect = higher value;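 active = z-score above 3 at 5 µM with at least 500 cells counted in the well; inconclusive = wells under 500 cells, flagged as cytotoxic or low count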
Dynein transport cytoplasmic EGFP: further read-out of Dynein transport, marked with its call; z-score; measured here: cytoplasmic GR-EGFP intensity; stronger effect = higher value
Dynein transport nuclear GR-EGFP: also measured in Dynein transport; calls as there; z-score; measured here: nuclear GR-EGFP intensity;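 lower value marks the stronger effect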
Dynein transport cell count: also measured in Dynein transport; calls as there; z-score; measured here: cell count per field
Ins promoter up cell count: further read-out of Ins promoter up, marked with its call; cell count; measured here: cytotoxicity, nuclei count;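 total cells summed across four imaged fields per well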
Hep lipid drop cells 6.5 µM: also measured in Hep lipid drop; calls as there; cell count; measured here: cell count, cytotoxicity flag;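 cells counted across two imaged fields per well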
MT stabilize HCS Hoechst-high %: further read-out of MT stabilize HCS, marked with its call; % Hoechst-high responders; measured here: nuclear condensation Hoechst responders;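 share of cells brighter than vehicle mean plus two SD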
MT stabilize HCS cytotoxicity %: further read-out of MT stabilize HCS, marked with its call; toxicity, %; measured here: cytotoxicity by cell density;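 0% = mean cell density of plate MIN control wells and 100% = no cells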
Autophagy HCS cell loss 18 h: also measured in Autophagy HCS; calls as there; toxicity, %; measured here: cell loss, nuclei count;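 cell loss after 18 h compound exposure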
Numbers without * were called inactive; i = inactive; ? = inconclusive; · = no result given. This is a random part of the collection. About 3.5% of those tested had a hit in this group.

mol,MT stabilize HCS,MT stabilize HCS Hoechst-high %,MT stabilize HCS cytotoxicity %,Autophagy HCS,Autophagy HCS cell loss 18 h,M1AAP inhibition,Dynein transport,Dynein transport cytoplasmic EGFP,Dynein transport nuclear GR-EGFP,Dynein transport cell count,ER stress rescue,Hep lipid drop,Hep lipid drop cells 6.5 µM,Yfh1-off respiration,M17LAP inhibition,Ins promoter up,Ins promoter up cell count
O=C(Nc1cc(=O)[nH]c2ncnn12)c1ccccc1Cl,1.6,3.2,11,i,-5,4%,-0.77,-0.18,-0.066,0.14,-0.5%,·,·,i,7%,1.1,1408
NC(=O)Cn1cc(C(=O)c2cccs2)c2ccccc21,2.8,1.6,8.2,i,-5,11%,0.55,-0.33,0.29,0.15,5.4%,-1,764,i,-2%,-1.1,947
CNc1ccc(C2(O)C(=O)c3ccccc3C2=O)cc1,4.5,3.3,5.5,i,5,6%,-1.3,-0.27,-0.83,0.24,-1.6%,4,655,i,35%,0.3,1375
Cc1cc(=O)[nH]c(SCc2cccc(Br)c2)n1,3.5,2.0,1.4,i,-4,11%,0.75,-0.24,0.32,0.28,-0.9%,11,748,i,9%,0.78,1302
COC(=O)c1ccsc1NC(=O)CN1C(=O)CCC1=O,·,·,·,·,·,-2%,-0.75,-0.023,-0.042,-0.31,·,13,605,i,3%,0.53,1043
CC1CCCC(C)N1C(=C(Cl)Cl)C(=C1SCCS1)[N+](=O)[O-] (centres undefined),1.6,1.5,2.5,i,-3,9%,0.13,-0.32,0.087,0.4,0.2%,-3,696,i,-2%,0.4,1069
CCCn1c(O)c(C=Nc2ccccc2)sc1=S,1.7,1.5,4.4,i,-5,-2%,-0.85,1.7,0.041,0.55,0.3%,-2,649,i,-3%,-0.52,1425
COC(=O)c1ccc(C(=O)OC)c(NC(=O)COC(=O)C23CC4CC(CC(O)(C4)C2)C3)c1,2.5,1.7,14,i,10,6%,-0.2,-0.17,0.068,0.12,-0.1%,2,786,i,0%,·,·
Oc1ccc(NCc2ccccc2OCc2ccccc2F)cc1,3.0,1.9,6.1,i,57,21%,-0.023,-0.14,0.22,0.26,-0.1%,-10,729,i,5%,0.5,1173
O=C(Nc1cccc(C(=O)O)c1)/C(=C\c1ccc2c(c1)OCO2)NC(=O)c1ccc(Br)cc1,2.2,0.8,4.2,i,19,8%,-0.29,-0.25,-0.12,-0.19,-1.6%,-15,727,i,56%,0.77,1148
COc1cc(-c2nc3cccc(C)n3c2NCC2CCCO2)ccc1O (centres undefined),1.7,1.8,5.3,i,-7,9%,-0.01,-0.14,-0.063,0.62,0.7%,2,714,i,-60%,·,·
COc1ccc(OC)c(NC(=O)Nc2nnc(N3CCC(C)CC3)s2)c1,4.5,1.7,9.1,i,18,-1%,1,-0.25,1.4,-0.52,1.2%,-2,747,·,2%,0.87,1200
O=C(Nc1nccs1)c1ccc(-c2cccc([N+](=O)[O-])c2)o1,1.1,1.6,4.0,i,56,2%,-1,-0.26,-0.47,0.8,-1.4%,8,653,i,3%,·,·
Cc1cc(N2CCOCC2)nc2ccc(NC(=O)CCC(=O)N3CCCCC3)cc12,4.1,2.1,8.2,i,8,13%,0.52,-0.48,0.43,-0.73,-2.3%,·,·,i,-30%,0.35,1357
COC(=O)CCCNc1ncccc1[N+](=O)[O-],2.2,2.9,6.8,i,4,5%,-0.88,-0.23,-0.31,0.28,2.4%,-2,703,i,10%,-0.35,1133
S=C(NCc1ccco1)NC1CCCc2ccccc21 (centres undefined),6.9,1.1,6.4,i,1,2%,-0.19,-0.29,-0.35,0.00056,-1.3%,-3,723,i,-2%,-0.66,1220
O=C(O)COc1ccc(-c2nccc(-c3ccccn3)n2)cc1,3.5,2.1,6.9,i,5,-2%,-0.54,-0.34,-0.29,0.47,-1.3%,8,690,i,1%,0.39,1534
CC(Sc1nc(-c2ccco2)nc2c1c(=O)n(C)c(=O)n2C)C(=O)O (centres undefined),·,·,·,·,·,9%,-1.1,-0.087,-0.54,2.2,·,7,742,i,26%,0.13,1067
COc1ccccc1NC(=O)C1=C(C)Nc2nnnn2C1c1ccncc1 (centres undefined),6.1,2.9,10,i,7,-1%,-0.19,-0.28,0.13,-0.41,-2.1%,·,·,i,-6%,-0.09,1480
CC(C)(C)c1ccc(C(=O)CS(=O)(=O)c2ccccc2)cc1,2.4,2.7,9.6,i,-24,-3%,0.61,-0.17,0.88,0.83,1.3%,·,·,i,-1%,-1.1,1696
Cc1ccc(OCCCn2ccnc2)c([N+](=O)[O-])c1,3.4,3.3,4.0,i,0,-2%,2.9,-0.13,2.5,-1.1,-0.9%,33,703,i,-1%,0.57,1367
CN(c1ccccc1C(=O)NC1CC2CCC1C2)S(=O)(=O)c1ccccc1 (centres undefined),3.9,2.4,13,i,5,6%,0.015,-0.21,0.16,0.071,-2.1%,-1,687,i,5%,0.15,1240
NC(=O)NC(=O)CSc1ccccc1,3.0,1.7,9.2,i,10,-4%,1.9,-0.35,0.44,-1.1,-0.6%,27,667,i,-3%,-1.1,1181
O=C(Cc1cccs1)Nc1nnc(SCc2ccc(Br)cc2)s1,3.6,2.3,7.5,i,-3,4%,-0.27,-0.25,-0.35,0.12,-2.1%,-15,668,·,14%,0.54,1451
Nc1c2c(nc3sc4c(c13)CCCC4)CCCCCC2,2.8,4.2,4.2,i,-15,5%,-0.81,-0.32,-0.68,1.3,-1.0%,-3,681,i,-1%,0.15,1506

Not a retest: an excerpt of the list.
mol,MT stabilize HCS,MT stabilize HCS Hoechst-high %,MT stabilize HCS cytotoxicity %,Autophagy HCS,Autophagy HCS cell loss 18 h,M1AAP inhibition,Dynein transport,Dynein transport cytoplasmic EGFP,Dynein transport nuclear GR-EGFP,Dynein transport cell count,ER stress rescue,Hep lipid drop,Hep lipid drop cells 6.5 µM,Yfh1-off respiration,M17LAP inhibition,Ins promoter up,Ins promoter up cell count
Cc1cc(N2CCOCC2)nc2ccc(NC(=O)CCC(=O)N3CCCCC3)cc12,4.1,2.1,8.2,i,8,13%,0.52,-0.48,0.43,-0.73,-2.3%,·,·,i,-30%,0.35,1357
COC(=O)CCCNc1ncccc1[N+](=O)[O-],2.2,2.9,6.8,i,4,5%,-0.88,-0.23,-0.31,0.28,2.4%,-2,703,i,10%,-0.35,1133

Continued.
mol,MT stabilize HCS,MT stabilize HCS Hoechst-high %,MT stabilize HCS cytotoxicity %,Autophagy HCS,Autophagy HCS cell loss 18 h,M1AAP inhibition,Dynein transport,Dynein transport cytoplasmic EGFP,Dynein transport nuclear GR-EGFP,Dynein transport cell count,ER stress rescue,Hep lipid drop,Hep lipid drop cells 6.5 µM,Yfh1-off respiration,M17LAP inhibition,Ins promoter up,Ins promoter up cell count
CCN(C(=O)CSc1nc2nc(C)cc(C)n2n1)c1ccccc1,2.8,1.8,2.4,i,-3,5%,-0.32,-0.22,-0.0055,0.35,0.4%,3,782,i,1%,·,·
C[C@@H]1CN(C(=O)c2nc3ccc(Cl)cn3c2CN2CCc3sccc3C2)C[C@H](C)O1,1.9,1.7,7.9,i,10,-3%,0.14,-0.22,-0.053,-0.42,0.3%,1,717,i,20%,·,·
CCc1ccc2[nH]c(=O)c(CN(Cc3ccccc3OC)Cc3nnnn3Cc3ccco3)cc2c1,2.0,1.3,5.3,i,2,7%,-1.6,-0.039,-0.58,-1.1,-1.5%,-39,649,i,5%,-2.8,1801
COC(=O)[C@H](Cc1ccccc1)NC(=O)N1CCCCC1,·,·,·,·,·,7%,1,-0.2,0.53,-0.55,·,26,686,i,-1%,0.49,1050
Cc1sc(NC(=O)CSc2nnnn2C2CCCCC2)c(C#N)c1C,1.2,2.7,9.1,i,3,2%,-0.063,-0.17,-0.11,-0.065,-2.4%,·,·,·,4%,-0.41,1672
COc1ccc(C(CNC(=O)c2ccc(S(=O)(=O)N3CCOCC3)cc2)N2CCCCC2)cc1 (centres undefined),2.0,1.7,9.1,i,0,1%,-0.21,0.1,0.11,-0.051,·,·,·,i,-10%,·,·
COC(=O)c1ccc(Sc2ccccc2NS(=O)(=O)c2ccc(NC(C)=O)cc2)nc1,0.6,1.5,9.3,i,-4,3%,-0.54,-0.23,-0.55,0.26,-3.3%,12,597,i,-4%,0.65,1645
CCOC(=O)c1ccccc1NC(=O)COC(=O)C1=COCCO1,2.9,2.3,7.6,i,-2,0%,-1.2,-0.19,-0.34,-0.61,-2.4%,4,611,i,-1%,·,·
Cc1c(CCOC(=O)c2ccc(N3CCOCC3)c([N+](=O)[O-])c2)sc[n+]1CC#N,·,·,·,·,·,9%,0.71,-0.6,0.61,0.18,·,2,663,i,3%,0.11,913
CCc1nnc(NS(=O)(=O)c2ccc(Nc3ccc([N+](=O)[O-])c4nonc34)cc2)s1,2.6,1.8,8.4,i,13,?,0.085,-0.4,-0.56,1.3,-0.5%,-1,676,i,57%,-0.13,934
Nc1c(-c2cccc([N+](=O)[O-])c2)nc2ccccn12,3.7,3.3,12,i,12,13%,-0.66,-0.27,0.52,0.57,-3.9%,44,799,i,0%,0.61,1195
O=C1c2ccccc2C(O)(Cc2ccccc2)N1Cc1ccco1 (centres undefined),3.5,1.9,2.2,i,1,5%,0.22,-0.27,-0.6,0.79,-0.4%,-10,671,i,1%,·,·
Fc1ccc(-c2[nH]ncc2-c2nnnn2-c2ccccc2)c(F)c1,3.0,1.7,10,i,-31,2%,0.8,-0.23,1.3,-0.26,-1.8%,·,·,i,-8%,-0.29,1530

Screening results from PubChem BioAssay.
